Screening results deposited in PubChem by several laboratories.
Bfl-1 Bim block – inhibitors of Bim-Bfl-1 interaction, human | Q16548 | Bead-based flow cytometry, Bim-Bfl-1 binding inhibition | inhibition, % at 10 µM | 190,000 tested, 0.12% active | AID 1008;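 note: 0% = wells without compound plus tracer and 100% = blocker peptide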
Bim-Mcl-1 – disrupts Bim peptide binding to human Mcl-1 | inhibition, % at 10 µM | AID 1009 | 190,000 tested, 0.1% active | Bead-based flow cytometry, Bim peptide-Mcl-1 binding;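 note: 0% = no compound tracer wells and 100% = peptide blocker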
Target sequence (Q07820 whole entry, looked up): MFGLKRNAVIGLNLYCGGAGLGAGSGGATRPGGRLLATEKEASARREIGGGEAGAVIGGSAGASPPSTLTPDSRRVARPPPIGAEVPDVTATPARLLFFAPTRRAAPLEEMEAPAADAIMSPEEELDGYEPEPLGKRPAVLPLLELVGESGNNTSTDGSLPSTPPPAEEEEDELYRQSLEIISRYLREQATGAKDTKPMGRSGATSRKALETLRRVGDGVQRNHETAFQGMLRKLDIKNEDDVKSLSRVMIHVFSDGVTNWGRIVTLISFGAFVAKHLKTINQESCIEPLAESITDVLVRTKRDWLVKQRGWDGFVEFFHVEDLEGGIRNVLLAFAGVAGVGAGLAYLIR
Bcl-W Bim block – human Bim-Bcl-W interaction inhibition | Q92843 | bead-based flow cytometry, Bim peptide-Bcl-W binding | inhibition, % at 10 µM | 190,000 tested, 0.02% active;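 note: 0% = bound tracer without compound and 100% = peptide blocker; higher means less fluorescent Bim peptide bound to Bcl-W beads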
Target sequence (Q92843 whole entry, looked up): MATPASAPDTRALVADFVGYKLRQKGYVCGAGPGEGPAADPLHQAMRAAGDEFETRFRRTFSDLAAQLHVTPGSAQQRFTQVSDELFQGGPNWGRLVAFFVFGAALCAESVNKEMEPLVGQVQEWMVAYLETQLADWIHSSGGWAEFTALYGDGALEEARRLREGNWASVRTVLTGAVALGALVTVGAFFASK
RGS8-Gao – human RGS8-Galphao interaction regulation; P09471; 220,000 tested, 0.34% active; response (percent of control binding), % at 10 µM; multiplexed bead flow cytometry, RGS8-Galphao binding; actives lie on both sides; AID 1423; in the data active = response below about 60% or above about 140%; inactive = in between;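 note: Galphao activated as the GDP aluminium fluoride complex binding bead-coupled RGS8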
Mcl1-Bid inh – disrupts binding of human Mcl-1 to Bid peptide | Q07820 | TR-FRET Mcl-1/Bid-Dy647 peptide binding, 1536-well | inhibition, % at 21.7 µM | 220,000 tested, 0.97% active;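 active = compounds that cut the binding signal by more than half at the single screening dose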;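 note: His-tagged Mcl-1 with europium anti-His antibody binding Bid BH3 peptide; 0% = Mcl-1 plus peptide wells and 100% = peptide-only wells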
Bcl-2 Bim block – disrupts Bim peptide binding to human Bcl-2; P10415; Bead-based flow cytometry, Bim peptide-Bcl-2 binding; inhibition, % at 10 µM; 190,000 tested, 0.06% active; in the data active = inhibition above about 40%; inconclusive = no clear call, values can overlap the other calls;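 note: 0% = no compound wells with probe peptide and 100% = reference peptide inhibitor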
Target sequence (P10415 whole entry, looked up): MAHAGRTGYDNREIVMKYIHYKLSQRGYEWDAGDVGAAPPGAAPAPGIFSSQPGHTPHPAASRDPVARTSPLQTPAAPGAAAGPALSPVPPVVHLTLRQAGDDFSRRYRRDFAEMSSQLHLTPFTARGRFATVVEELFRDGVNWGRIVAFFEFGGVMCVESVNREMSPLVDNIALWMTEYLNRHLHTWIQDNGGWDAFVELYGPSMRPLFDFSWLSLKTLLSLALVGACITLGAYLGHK
Bim-Bcl-B – inhibitors of Bim-Bcl-B interaction, human; bead-based flow cytometry, Bim peptide-Bcl-B binding; inhibition, % at 10 µM; 190,000 tested, 0.073% active; Q9HD36;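 note: 0% = tracer peptide without compound and 100% = reference inhibitor peptide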
Target sequence (Q9HD36 whole entry, looked up): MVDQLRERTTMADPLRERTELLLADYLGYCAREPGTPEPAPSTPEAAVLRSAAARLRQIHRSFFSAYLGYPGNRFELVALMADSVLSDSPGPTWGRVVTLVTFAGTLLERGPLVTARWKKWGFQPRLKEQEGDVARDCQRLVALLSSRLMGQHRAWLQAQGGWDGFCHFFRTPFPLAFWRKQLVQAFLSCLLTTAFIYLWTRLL
RGS7-Gao – human RGS7-Galphao interaction regulation. AID 1439. binding response (% of control), % at 10 µM. 220,000 tested, 0.35% active. Multiplexed bead flow cytometry, RGS7-Galphao binding; actives lie on both sides. P09471; in the data active = binding response below about 49% or above about 150%; inconclusive = no clear call, values can overlap the other calls; inactive = in between;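 note: fluorescent Galphao held in activated GDP-AlF4 state binding bead-coupled RGS7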
GSH fluor – GSH bead compound fluorescence profile | GSH beads flow cytometry, compound fluorescence 488/530 nm; active compounds read high | fluorescence (KMESF) at 10 µM | 190,000 tested, 0.25% active | AID 1776; in the data active = fluorescence above about 89;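 note: glutathione beads carrying GST-tagged Bcl family fusion proteins plus one bare bead set; values are compound well signal with DMSO vehicle wells as background; inactives centre near 16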
Bim-Bcl-XL – inhibitors of Bim-Bcl-XL interaction, human. AID 1007. 190,000 tested, 0.04% active. Q07817. Bim peptide-Bcl-XL binding, bead flow cytometry, fluorescence. inhibition, % at 10 µM
RGS4-Gao reg – modulates binding of RGS4 to human Galphao. P09471. Multiplexed bead flow cytometry; actives lie on both sides. binding response (% of control), % at 10 µM. 220,000 tested, 0.33% active. AID 1415; in the data active = binding response below about 49% or above about 150%; inactive = in between;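 note: fluorescent Galphao activated with aluminum fluoride binding bead-coupled RGS4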
An asterisk follows results filed as active; ? = inconclusive; . = not tested or not shown; & = joins results of further samples. Cut-off read from the data, not from the text of the source, unless noted: active = inhibition above about 40%.

SMILES	Bfl-1 Bim block	Bim-Mcl-1	Bcl-W Bim block	RGS8-Gao	Mcl1-Bid inh	Bcl-2 Bim block	Bim-Bcl-B	RGS7-Gao	GSH fluor	Bim-Bcl-XL	RGS4-Gao reg
COc1ccc(-c2[nH]ncc2/C=N\NS(=O)(=O)c2ccccc2)cc1OC	-9	-2	1	101	-25	-8	-9	110	12	-3	102
Cc1ccc(-c2cc(=O)c3ccc(F)cc3[nH]2)cc1	-6	-4	0	100	3	-2	-4	100	19	-3	100
Cc1ccc2nc3c(cc2c1)CN(Cc1ccco1)C(=NCC1CCCO1)S3 (stereo not drawn)	13	-1	5	90	7	-1	-10	99	32	-4	96
CCNc1nc(SCCOc2ccccc2)nc(N(C)C)n1	-12	-6	0	101	-13	-10	-12	98	49	-9	97
CC(C)Oc1ccc(C(CC(=O)NCc2ccco2)c2ccccc2)cc1 (stereo not drawn)	-6	1	3	108	-20	-6	-4	105	10	0	107
S=C(NCc1ccco1)N1CCN(c2cccc(Cl)c2)CC1	-1	0	0	99	2	-3	-16	101	21	-1	98
Cn1c(Cc2ccc3c(c2)OCO3)nnc1SCC(=O)N1CCc2ccccc2C1	-11	-1	-4	103	-39	-11	-7	100	50	-5	100
CCOC(=O)/C(C#N)=C/Nc1ccccc1OC	0	-1	2	86	-16	-2	2	102	21	1	99
CCCCn1c(=O)[nH]c(=O)c2c1nc(-c1ccccc1F)n2Cc1ccccc1	-3	1	-5	101	11	-1	-4	?	13	-3	102
CC(=O)Nc1ccc(S(=O)(=O)NC2(C(F)(F)F)NC(=O)N(C3CCCCC3)C2=O)cc1 (stereo not drawn)	-1	-3	-3	101	10	-3	-1	101	13	0	100
CCOC(=O)/C(=C\c1ccc(C)cc1)NC(=O)c1ccccc1	-2	-1	-1	102	-16	0	-2	100	17	-1	104
Cc1nn(Cc2c(Cl)cccc2Cl)c(C)c1C(=O)NCc1ccc(C)n1C	-7	-1	2	89	-20	-5	-4	85	28	-14	81
CC(=O)n1c2ccccc2c2nc(NC(C)C)sc21	-4	0	-2	100	19	-4	0	106	33	9	104
CCOC(=O)C1CCCN(Cc2nc(N)nc(Nc3ccc(C)cc3)n2)C1 (stereo not drawn)	-9	-3	-3	106	-18	-8	-8	108	33	3	100
Cc1onc(-c2ccccc2)c1C(=O)c1c[nH]c(C(=O)NCc2ccccn2)c1	0	0	-3	102	-2	-1	-2	102	70	-6	103
CCC(C)n1c(-c2cccc(S(=O)(=O)N(CC)CC)c2)n[nH]c1=S (stereo not drawn)	13	-9	-7	98	-7	-6	-61	101	12	-7	102
O=CC1=C(N2CCOCC2)/C(=C/c2ccc(Cl)cc2)CC1	0	0	0	97	-6	1	-6	88	.	-1	93
CCCCC(=O)Nc1cccc(NC(=O)c2ccc3c(c2)OCO3)c1	-1	-3	-2	102	63*	-7	-4	100	19	-6	99
COc1ccc(C(=O)Nc2cc3c(cc2C#N)OCO3)cc1S(=O)(=O)N1CCN(C)CC1	-9	0	1	99	-6	-7	-4	100	27	-3	90
CC(NC(=O)COC(=O)/C=C/c1ccc([N+](=O)[O-])cc1)c1ccccc1 (stereo not drawn)	1	3	1	113	-14	0	-1	108	11	0	111
Cc1cc(C)cc(N(CC(=O)O)S(=O)(=O)c2c(C)noc2C)c1	-11	-6	-5	102	13	-9	-11	106	34	-23	102
CCCCC(=NCCc1c(C)[nH]c2ccc(OC)cc12)C1=C(O)CC(c2ccccc2)CC1=O (stereo not drawn)	0	0	1	101	-43	-2	0	100	12	0	101
CC(C)Oc1ccc(C(CC(=O)N(C)CCC#N)c2ccc(F)cc2)cc1 (stereo not drawn)	0	-4	-2	99	-9	-3	-8	100	5	-5	100
COc1ccc(N2CCN(Cc3cc(=O)oc4cc(C)c(Cl)cc34)CC2)cc1	-9	-1	-1	103	-9	-7	-7	103	32	-5	103
CCCCSc1nc2sc3c(c2c(=O)[nH]1)CCC3	-13	-1	2	100	-41	-9	-9	107	35	-4	101
The list continues.
SMILES	Bfl-1 Bim block	Bim-Mcl-1	Bcl-W Bim block	RGS8-Gao	Mcl1-Bid inh	Bcl-2 Bim block	Bim-Bcl-B	RGS7-Gao	GSH fluor	Bim-Bcl-XL	RGS4-Gao reg
O=S(=O)(c1ccccc1)c1nc(-c2ccco2)oc1NCCN1CCOCC1	-9	-1	4	96	12	-8	-6	100	46	0	97
CC1(C)CC(NCc2ccccc2)CCO1 (stereo not drawn)	-4	2	0	108	-7	-2	-6	106	10	-3	105
CCOc1ccc(C(CCc2ccccc2)NC(=O)c2ccc(OC)c(OC)c2)cc1OCC (stereo not drawn)	-4	0	5	101	-2	-1	0	102	21	-3	104
CC1(C)Cc2nc3sc4c(SCC(=O)NCc5ccccc5)ncnc4c3cc2CO1	3	3	2	95	-44	2	1	95	8	0	96
CCc1c(C)nc2c(Br)cccc2c1SCCC#N	-14	-5	-5	95	2	-17	-10	101	10	-7	101
COC(=O)c1nn(-c2ccc(OC)cc2)c(=O)cc1Sc1ccc(C)cc1	-2	0	-2	105	-35	1	-11	107	12	-1	103
COC(=O)Cn1c(CCS(=O)(=O)c2ccc(C)cc2)nc2ccccc21	-16	-4	-1	100	-13	-5	-9	100	32	-11	100
Cc1cc(NC(=O)C(C)C)n(-c2nc3ccccc3s2)n1	1	2	1	99	5	1	1	?	15	-1	97
O=C(NCCc1nc2ccccc2[nH]1)c1ccco1	2	0	1	100	-8	1	5	97	9	-1	99
CCOc1ccc2[nH]cc(S(=O)(=O)c3ccc(Cl)cc3)c(=O)c2c1	-5	1	0	101	-32	-2	0	?	15	-1	101
Cc1cc(-c2ccc(F)cc2)nc2cc(C(N)=O)nn12	4	5	5	101	-7	5	5	103	11	6	102
CC(C)c1ccc(S(=O)(=O)c2cn(Cc3ccc(F)cc3)c3cc4c(cc3c2=O)OCO4)cc1	-1	-1	-1	103	2	-1	-1	100	4	-4	104
CN1CCc2ccccc2C1C1CCNCC1 (stereo not drawn)	3	-1	2	85	-44	-2	-1	85	25	1	81
Cn1cnnc1SCC(=O)c1cc2ccccc2o1	-8	-1	-2	102	1	-3	-13	102	12	-4	97
O=C(O)CCC(=O)N1CCc2cc(S(=O)(=O)N3CCCCC3)ccc21	-2	-5	0	102	-12	-3	-4	100	19	-1	101
CC(NC(=O)Nc1ccccn1)N1C(=O)C2C3C=CC(C3)C2C1=O (stereo not drawn)	3	48*	1	99	-11	3	7	102	13	3	104
Cc1cccc(NC(=O)c2ccoc2C)n1	-7	-1	1	98	-10	0	1	93	50	-2	89
CNc1oc(-c2cccs2)nc1C#N	1	0	-1	108	-39	-1	0	100	13	-2	102
CSc1ccc(C(=O)/C=C/c2ccc(N)cc2)cc1	-5	2	0	91	-6	-4	1	99	15	2	92
COc1ccc(CNC(=O)c2ccc(C(C)(C)C)cc2)cc1	-3	3	0	101	-8	1	-2	108	26	-1	103
O=C(COc1cccnc1[N+](=O)[O-])Nc1ccc2c(c1)OC(F)(F)O2	0	-3	-4	103	-1	-3	-5	102	26	-5	102
Cn1c(=O)c2c(ncn2CC(=O)OCC(=O)Nc2cc(Cl)ccc2Cl)n(C)c1=O	-11	0	-1	100	-12	0	-1	102	8	-1	102
CCOC(=O)c1c(NC(=O)c2cccs2)sc2c1CCCC2	-3	-1	-1	98	-6	0	1	99	10	-2	96
Cc1ccc(CN2CCN(Cc3c(C)nn(C(C)C)c3C)CC2CCO)o1 (stereo not drawn)	-6	-2	-1	98	-28	-2	-2	98	15	-3	98
Cc1nn(-c2ccccc2)c(Oc2ccc(F)cc2)c1/C=N/n1cnnc1	-15	-1	-1	102	-16	-9	-9	101	26	-8	101
Next part.
SMILES	Bfl-1 Bim block	Bim-Mcl-1	Bcl-W Bim block	RGS8-Gao	Mcl1-Bid inh	Bcl-2 Bim block	Bim-Bcl-B	RGS7-Gao	GSH fluor	Bim-Bcl-XL	RGS4-Gao reg
CCc1nc2ccc(C(=O)Nc3ccc4c(c3)OCO4)cc2nc1CC	-3	0	0	99	-16	-2	-2	95	12	-2	95
COc1ccccc1CN(C(=O)CCl)C(C(=O)NC1CCCCC1)c1ccncc1 (stereo not drawn)	16	2	5	102	20	16	20	100	2	0	102
COC(=O)Nc1ccc(S(=O)(=O)N2CCCC(C(=O)N3CCC(C)CC3)C2)cc1 (stereo not drawn)	-5	-2	1	101	-9	-3	-2	97	16	0	100
COc1ccc(C(C(=O)NCC2CCCO2)N(C(=O)CNC(=O)c2cccs2)c2ccc(NC(C)=O)cc2)cc1OC (stereo not drawn)	-7	-1	0	99	-19	-4	-4	98	11	1	100
CCN(CC)S(=O)(=O)c1cccc(C(=O)Nc2cc(C)nn2-c2ccccc2)c1	0	-5	-3	106	-7	-3	-5	100	11	-3	104
C[C@@H]1C[C@H](O)c2cc(Cl)ccc2N1	-8	3	2	99	-33	0	-1	101	5	-3	98
C[C@]1(C(=O)O)Cc2oncc2C[C@@H]1C(=O)O	0	-4	-4	94	-13	-3	-3	97	5	-3	85
COc1ccc(S(=O)(=O)N2CCCCCC2)cc1N(C)S(=O)(=O)c1ccc(C)cc1	-3	1	-5	99	-6	-6	-8	97	15	-5	100
CCn1c(SCC(=O)Nc2sc3c(c2C#N)CCCC3)nnc1-c1ccncc1	-33	-38	-32	102	-5	-30	-44	102	65	-32	99
Cc1ccc(C(=O)C[n+]2cc(-c3ccccc3)n3c2CCCCC3)cc1	0&-18	0&-6	2&-6	99&101	-4&-3	2&-9	1&-11	102&101	23&34	0&-9	97&98
Cc1ccc(-c2nnn(CC(=O)N(Cc3ccco3)C(C(=O)NC(C)(C)C)c3ccncc3)n2)o1 (stereo not drawn)	-5	2	2	100	-30	-4	0	98	10	-1	100
Cc1cc(C)cc(OCC(=O)Nc2cccc(C(=O)O)c2)c1	-8	0	0	101	-6	-1	-4	96	16	1	97
CNC(=O)NC(=O)CSc1nc(-c2cccs2)c(C#N)c(=O)[nH]1	-7	0	-3	105	-26	-1	-3	99	13	-1	101
COc1cccc(OCC(=O)Nc2ccc(OC)c(OC)c2)c1	-2	-4	0	97	-5	-1	-2	92	16	-2	93
Cc1c(NC(=O)C2CCN(S(=O)(=O)c3ccccc3)CC2)c(=O)n(-c2ccccc2)n1C	-2	-2	-3	102	-24	0	0	102	29	-4	104
CCOC(=O)C1CCCN(CCC(C)c2ccccc2)C1 (stereo not drawn)	-4	-6	-4	130	3	-1	-4	106	12	-8	109
O=C(NCc1ccco1)C(C(=O)c1ccc(F)cc1)n1ccccc1=O (stereo not drawn)	-4	2	2	100	-14	-2	-2	98	22	1	101
O=C(N/N=C\c1cccnc1)C1c2ccccc2Oc2ccccc21	-1	1	3	101	-3	3	-3	99	20	0	98
